Bioassay records as filed in PubChem.
KB-3-1 tox: KB-3-1 parental cell cytotoxicity. KB-3-1 viability, CellTiter-Glo ATP luminescence, 72 h. Potency, µM (top dose mostly 46.1 µM), for inactives: top-dose activity change, negative = cytotoxic, most hits filed as cytotoxic. 400,000 compounds, 1.4% hits. AID 1347075; further: potency means the concentration at half of the fitted maximal effect; on the % scale 0 is the no-effect control and ±100 the full control effect; nearly all actives have a fitted effect of over 60% in size
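KB-3-1 cells, DMEM (no phenol red) + 10% FBS; compound by pin transfer, 72 h, 37 °C. Readout: CellTiter-Glo luminescence after 10 min. Data normalized, curve-fitted.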
MCF10A rereplic: induces DNA re-replication in MCF 10a normal breast cells. Potency, µM (doses to about 46.1 µM), inactives show top-dose activity, positive = re-replication, actives largely listed as activators. AID 624296. MCF 10A DNA re-replication, Hoechst nuclear intensity, 48 h. 350,000 compounds, 2.9% hits; further: potency means the concentration at half of the fitted maximal effect; % of control where 0% means no effect; nearly all actives have a fitted effect of over 50% in size
HT1080NT lethal: kills 2HG-producing HT-1080-NT fibrosarcoma cells; HT-1080-NT fibrosarcoma viability, CellTiter-Glo ATP luminescence, 48 h; Potency, µM (series often up to 46.1 µM), inactives show at the top dose activity, negative = less viability, usual class: cytotoxic; 360,000 compounds, 1.6% hits; AID 686970;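 further: NT is the 2HG producing partner of a matched IDH1 knockdown line; potency means the concentration at half of the fitted maximal effect; 0% = DMSO-treated cells and -100% = media-only wells without cells; nearly all actives have a fitted effect of over 55% in size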
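Viability by CellTiter-Glo luminescence after 48 h compound exposure at 37C of HT-1080-NT cells (750/well, RPMI, 5% FBS). % activity scaled between DMSO wells and medium-only wells, then curve-fitted and categorized by curve class.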
ATXN2 expr inh: reduces ATXN2 reporter expression in HEK-293 cells; AID 1745845; 360,000 compounds, 0.72% hits; Potency, µM (doses to about 57 µM), inactives show top-dose activity change, negative = inhibition, usual class: inhibitors; HEK-293 ATXN2-luciferase reporter, luminescence, 24 h; further: potency means the concentration at half of the fitted maximal effect; on the % scale 0 is the no-effect control and ±100 the full control effect; nearly all actives have a fitted effect of over 55% in size
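ATXN2-luciferase reporter cells (luciferase flanked by upstream and downstream ATXN2 gene portions) were treated 24 h at 37 °C with compounds at up to 57 uM. SteadyGlo luminescence gave expression; GF-AFC fluorescence gave viability.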
WRN helicase inh: WRN helicase (human) inhibition | 360,000 compounds, 0.46% hits | AID 651768 | WRN helicase unwinding, fluorescent forked duplex, kinetic | Q14191 | Potency, µM (highest dose often 114 µM), for the others: at the highest dose activity change, negative = inhibition, hits mostly inhibitors; further: potency means the concentration at half of the fitted maximal effect; on the % scale 0 is the no-effect control and ±100 the full control effect; nearly all actives have a fitted effect of over 55% in size
Target sequence (Q14191 whole entry, looked up): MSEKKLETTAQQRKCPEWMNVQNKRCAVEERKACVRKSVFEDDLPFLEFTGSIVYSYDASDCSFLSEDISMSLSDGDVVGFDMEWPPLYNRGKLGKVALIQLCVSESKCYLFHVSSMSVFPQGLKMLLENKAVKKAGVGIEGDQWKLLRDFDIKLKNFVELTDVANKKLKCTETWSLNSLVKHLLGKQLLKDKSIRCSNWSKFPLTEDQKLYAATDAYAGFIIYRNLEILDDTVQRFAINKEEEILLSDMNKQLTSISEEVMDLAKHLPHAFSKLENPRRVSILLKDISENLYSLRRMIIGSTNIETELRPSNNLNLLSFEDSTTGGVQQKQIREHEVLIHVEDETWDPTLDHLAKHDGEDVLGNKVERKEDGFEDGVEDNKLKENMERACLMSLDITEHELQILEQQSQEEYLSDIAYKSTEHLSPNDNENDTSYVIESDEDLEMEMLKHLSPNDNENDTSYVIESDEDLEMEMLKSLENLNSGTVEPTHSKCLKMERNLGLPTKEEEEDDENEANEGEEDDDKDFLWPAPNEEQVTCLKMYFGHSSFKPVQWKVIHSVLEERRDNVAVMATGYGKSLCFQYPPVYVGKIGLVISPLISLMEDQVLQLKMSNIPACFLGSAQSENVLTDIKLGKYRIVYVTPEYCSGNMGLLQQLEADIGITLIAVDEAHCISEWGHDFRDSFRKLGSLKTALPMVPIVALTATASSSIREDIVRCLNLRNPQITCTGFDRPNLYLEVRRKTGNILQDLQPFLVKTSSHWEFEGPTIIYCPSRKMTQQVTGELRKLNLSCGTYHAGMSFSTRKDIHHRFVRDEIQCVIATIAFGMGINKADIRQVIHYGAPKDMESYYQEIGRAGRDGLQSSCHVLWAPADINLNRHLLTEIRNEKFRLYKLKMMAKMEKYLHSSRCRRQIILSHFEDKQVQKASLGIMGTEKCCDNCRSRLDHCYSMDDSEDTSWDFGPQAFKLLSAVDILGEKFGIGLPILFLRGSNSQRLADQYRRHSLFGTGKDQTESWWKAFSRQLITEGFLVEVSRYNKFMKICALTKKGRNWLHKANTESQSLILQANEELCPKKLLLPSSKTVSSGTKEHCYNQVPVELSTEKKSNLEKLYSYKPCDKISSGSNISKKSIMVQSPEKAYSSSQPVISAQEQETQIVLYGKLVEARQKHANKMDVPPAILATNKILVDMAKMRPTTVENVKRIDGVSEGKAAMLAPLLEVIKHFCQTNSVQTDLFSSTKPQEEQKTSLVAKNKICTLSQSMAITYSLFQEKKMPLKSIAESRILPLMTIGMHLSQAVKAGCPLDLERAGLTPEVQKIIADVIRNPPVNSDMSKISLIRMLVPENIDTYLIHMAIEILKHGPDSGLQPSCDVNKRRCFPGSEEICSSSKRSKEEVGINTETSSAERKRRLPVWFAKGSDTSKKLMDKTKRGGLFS
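Enzyme (20 nM final) and test compound sit together 15 min at room temperature before substrate addition. Substrate is a single-forked duplex oligonucleotide (100 nM) labelled with fluorophore and quencher, with 2 mM ATP; helicase unwinding raises red fluorescence, read kinetically.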
SW480 rerep: DNA re-replication induction in SW480 cells; Potency, µM (highest dose often 46.1 µM), for inactives: at the highest dose re-replication activation, actives largely listed as activators; AID 624297; SW480 DNA re-replication, Hoechst DNA content imaging, 48 h; 340,000 compounds, 1.8% hits; further: potency means the concentration at half of the fitted maximal effect; % of control where 0% means no effect; nearly all actives have a fitted effect of over 55% in size
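250 cells/well; 23 nL cpd via pin tool; 48 hr, 37 C, 5% CO2; Hoechst 40 min; imager read of total nuclear intensity, ex 405/em 500-530 nm.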
HT1080 IDH1KD tx: kills HT-1080 cells with IDH1 knockdown | HT-1080 IDH1 knockdown viability, ATP luminescence, 48 h | AID 686971 | Potency, µM (titrated, usually from 46.1 µM), without a hit: at the highest dose activity, negative = toxicity, hits mostly cytotoxic | 360,000 compounds, 2% hits;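 further: potency means the concentration at half of the fitted maximal effect; 0% = DMSO wells and -100% = cell-free medium wells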
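Luminescent ATP read-out (CellTiter-Glo, 10 min at room temperature) after 48 h compound exposure at 37 °C gave viability of IDH1-knockdown HT-1080 cells. Activity was normalised to DMSO and cell-free wells, then fitted as concentration-response curves.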
KB-V1 MDR tox: kills drug-selected multidrug resistant KB-V1 cells; KB-V1 MDR cells viability, CellTiter-Glo, 72 h; Potency, µM (doses to about 46.1 µM), inactives show at the top dose activity change, negative = cytotoxicity, hits mostly cytotoxic; 400,000 compounds, 3.4% hits; further: potency means the concentration at half of the fitted maximal effect; on the % scale 0 is the no-effect control and ±100 the full control effect; nearly all actives have a fitted effect of over 60% in size
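KB-V1, DMEM (no phenol red) + 10% FBS; cpd pin-transferred, titration series; 72 h, 37 degrees C; CellTiter-Glo, luminescence. Data normalized, curve-fit.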
IL-1B inflam inh: blocks inflammasome-driven IL-1 beta release | THP-1 LPS/ATP IL-1B secretion, AlphaLISA, 16 h; hits give low values | activity change, % at 57.5 µM | 360,000 compounds, 4.7% hits; in the data active means activity change below about -50%; inconclusive means mostly about -30% to -49%; further: on the % scale 0 is the no-effect control and ±100 the full control effect
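Secreted IL-1B measured by AlphaLISA bead assay after 16 h compound exposure of THP-1 cells; compounds (final up to 57.5 uM) added 1 h before LPS (250 ng/mL) and ATP (1.25 mM) stimulation; lower signal means less secretion.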
* hit, by the source's call; u = inconclusive; x = not tested or not shown; & = joins results of further samples; [ ] = another dose, or the depositor's remark. Unless noted, the call rests on the fitted dose curve; in most records, active means well fitted curve in the direction sought with a large enough effect; inconclusive means small, poorly fitted or top-dose-only effect, or another doubt; inactive means no such curve, though single readings can be large; an effect the other way counts as inactive or inconclusive. Outcome played no part in choosing rows, and some 12% of all compounds hit somewhere here.

Values run as follows: SW480 rerep | KB-3-1 tox | KB-V1 MDR tox | HT1080NT lethal | ATXN2 expr inh | MCF10A rereplic | WRN helicase inh | IL-1B inflam inh | HT1080 IDH1KD tx
- Cn1nnc(NC(=S)NC(=O)c2cc(Cl)ccc2Cl)n1
 : 2.5% | 12.9% | 19.6% | -5.2% | -0.4% | -46.8% | 10.9% | -5.0 | -0.2%
- O=C1CCc2cc(S(=O)(=O)NCc3ccccc3)cc3c2N1CC3
 : -2.6% | -1.6%&-2.7% | -16.8%&7.3% | 11.3% | 3.9%&2.4% | -0.1% | -3.7% | 9.4 | 13.3%
- O=C(CCc1ccc(O)cc1)NN=Cc1ccc2c(c1)OCO2
 : x | u | -5.0% | u | x | x | -7.7% | -19.3 | 5.8µM*
- CC12CCC(=O)N1C(C(=O)NNC(=O)COc1cccc(C(F)(F)F)c1)CS2 (stereo not drawn)
 : 2.0% | 6.0% | 0.4% | -0.7% | -0.4% | 2.3% | 10.2% | -3.1 | -6.9%
- CC1=NN(Cc2ccccc2)C(=O)C1C(c1ccncc1)C(C#N)C#N (stereo not drawn)
 : -2.1% | -4.2% | -14.8% | -2.4% | x | 0.0% | -9.6% | -11.5 | -0.8%
- O=C(CSc1ncnc2scc(-c3ccccc3)c12)NC1CCS(=O)(=O)C1 (stereo not drawn)
 : -20.3% | 2.4% | -7.9% | 10.3% | -3.9% | -1.0% | -7.0% | -4.4 | -0.3%
- COc1ccc(C(=O)Nc2cccc(C)c2)cc1S(=O)(=O)N1CCOCC1
 : u | -4.9% | -10.2% | 23.0% | -9.8% | 18.4µM* | -7.4% | -11.8 | 10.5%
- O=C(c1cc(-c2ccncc2)nc2ccc(Br)cc12)N1CCN(Cc2ccc3c(c2)OCO3)CC1
 : -0.8% | 0.1% | u | 0.9% | -25.4% | u | 2.5% | -62.9* | 4.0%
- CC(=O)N1CCN(c2ccc(NC(=O)c3ccco3)cc2)CC1
 : -22.4% | 13.2% | 19.4% | -3.8% | 6.1% | -0.3% | 0.6%[57.1 µM] | 22.8 | 11.1%
- Cc1ccc(S(=O)(=O)NC(=O)Nc2ccc(F)c(F)c2)cc1
 : -11.6% | 4.3% | 2.6% | -1.6% | 5.8% | -2.7% | -17.9% | 28.1 | 6.9%

Three compounds out of the list, arranged by SMILES length, low to high.
Values run as follows: SW480 rerep | KB-3-1 tox | KB-V1 MDR tox | HT1080NT lethal | ATXN2 expr inh | MCF10A rereplic | WRN helicase inh | IL-1B inflam inh | HT1080 IDH1KD tx
- O=C(CSc1ncnc2scc(-c3ccccc3)c12)NC1CCS(=O)(=O)C1 (stereo not drawn)
 : -20.3% | 2.4% | -7.9% | 10.3% | -3.9% | -1.0% | -7.0% | -4.4 | -0.3%
- CC12CCC(=O)N1C(C(=O)NNC(=O)COc1cccc(C(F)(F)F)c1)CS2 (stereo not drawn)
 : 2.0% | 6.0% | 0.4% | -0.7% | -0.4% | 2.3% | 10.2% | -3.1 | -6.9%
- O=C(c1cc(-c2ccncc2)nc2ccc(Br)cc12)N1CCN(Cc2ccc3c(c2)OCO3)CC1
 : -0.8% | 0.1% | u | 0.9% | -25.4% | u | 2.5% | -62.9* | 4.0%

Following part:
Values run as follows: SW480 rerep | KB-3-1 tox | KB-V1 MDR tox | HT1080NT lethal | ATXN2 expr inh | MCF10A rereplic | WRN helicase inh | IL-1B inflam inh | HT1080 IDH1KD tx
- CCOc1nc(-c2ccccc2)ccc1-c1noc(-c2cccnc2)n1
 : u | 4.5% | -21.2% | -5.1% | -10.0% | -0.4% | -3.0% | 16.8 | 0.7%
- OCC[C@@H]1C[C@@H](O)[C@H](O)[C@@]2(OCCc3ccccc32)O1
 : -10.3% | 5.9% | -13.9% | 6.8% | 3.5% | 13.7% | 3.6% | 17.0 | 6.8%
- COc1ccc(NC(=O)c2ccc3c(c2)OCO3)cc1Cl
 : 1.3%[9.22 µM] | 0.4% | -3.4% | -0.3% | 6.3% | -7.0% | 2.8% | -18.9 | -6.8%
- CC(NC(=O)OC(C)(C)C)C(=O)Oc1cc2oc(=O)cc(-c3ccccc3)c2cc1Cl (stereo not drawn)
 : 4.2% | -5.8% | -19.4% | 0.8% | 3.5% | u | -8.3% | 2.4 | -1.2%
- NCCCn1cnc2ccccc21
 : -3.7% | 3.1% | u | 1.8% | 3.2% | 0.581µM* | -9.6% | 12.3 | 9.3%
- COc1ccc(Br)cc1C(=O)NC(=S)Nc1cc(-c2nc3ccccc3[nH]2)ccc1C
 : 4.2% | 13.4% | -18.6% | -17.4% | -3.9% | 12.5% | -2.1% | 29.3 | u
- NC(=O)C1(N2CCCCC2)CCN(C(=O)CSc2nc(C(F)(F)F)cc(=O)[nH]2)CC1
 : -13.6% | -5.4% | 0.0% | 0.8% | -7.8% | -4.5% | 0.4% | 15.5 | 0.1%
- CC(C)(C)c1nnc(NC(=O)NS(=O)(=O)c2ccccc2)s1
 : 0.0% | -0.2% | -12.1% | -13.9% | 0.8% | u | -26.3% | -7.1 | 0.0%
- CCN(CC)CCCNC(=O)CSc1c2c(nc3cc(Cl)ccc13)CCCC2
 : u | 2.7%&1.2% | 8.1%&26.4% | 23.1µM* | u | 117.2% | -0.5% | 0.0 | 23.1µM*
- Cc1cc(C)c2c(N)c(-c3nnc(SCc4ccc(Cl)cc4)n3C)sc2n1
 : -3.6%[9.22 µM] | 5.5% | 0.0% | 5.8% | -3.9% | -3.0% | -19.1% | 23.3 | 8.5%
- COc1ccc(NC(=O)COC(=O)c2cc(OC)c(OC)c(OC)c2)c([N+](=O)[O-])c1
 : -0.1% | 13.5% | 0.0% | -3.3% | -7.3% | 0.7% | 1.2% | 13.9 | 4.1%
- Cn1c(Cl)c(/C=N/OC(=O)C2CC2)c2ccccc21
 : 4.1% | 14.9% | u | -1.5% | -9.2%[11.3 µM] | 9.1% | -13.2% | 11.0 | 12.0%
- COc1ccc(C(=O)N2CCC(n3nccc3NC(=O)C3CCOC3)CC2)cc1 (stereo not drawn)
 : 5.2% | x | x | 5.1% | 1.3% | -1.8% | -14.5% | 2.4 | 9.5%
- Cc1cccc([C@@H]2[C@@H]3C(=O)N(Cc4ccccc4)C(=O)[C@@H]3[C@]3(CC(C)C)C(=O)N(c4cccc(Cl)c4)C(=O)N23)c1
 : 8.9% | -2.3% | -5.6% | 19.6% | 13.5% | 3.8% | -8.0% | 41.8 | 3.7%
- O=C(NCc1ccc(Cl)nc1)c1ccc2nc([C@@H]3O[C@H](CO)[C@H](O)[C@H](O)[C@H]3O)[nH]c2c1
 : x | 0.0% | 2.7% | 21.8% | 7.0% | x | -6.0% | 18.5 | 10.0%
- Cc1sc2nc[nH]c(=O)c2c1-c1ccc(F)cc1
 : 8.2% | 2.5% | -19.7% | -2.0% | x | 18.6% | -2.7% | 23.8 | -2.7%
- COc1ccc(C2CC3(O)NC(=O)C(C#N)(C3C)C2(C#N)C#N)cc1 (stereo not drawn)
 : -18.3% | 1.1% | 0.0% | 3.4% | x | 5.4% | -0.2% | -4.6 | -1.1%
- COc1cccc(C(c2sc3nc(C)nn3c2O)N2CCN(c3ccccc3F)CC2)c1 (stereo not drawn)
 : 0.5% | 14.8% | 1.2% | -1.8% | -5.9% | 11.4% | -1.3% | 23.4 | -0.4%
- CNC[C@@H]1OCc2ccccc2-c2ccccc2C(=O)N([C@@H](C)CO)C[C@@H]1C
 : x | -2.6% | 2.7% | -2.4% | 6.8% | x | 1.5% | 8.0 | 1.3%
- O=C(CSc1nc(=O)n2ccccc2n1)OCc1ccccc1
 : 0.3% | -1.0% | 26.7% | 1.6% | 13.6% | -1.8% | -7.9% | -6.4 | 1.3%
- O=C1c2ccccc2-c2onc3ccc(NCCCn4ccnc4)c1c23
 : 0.5% | -26.7% | u | u | u | -4.4% | 31.6µM* | -97.4* | u
- CCNC(=S)N1CCC(C(=O)c2ccc(F)cc2)CC1
 : x | -11.4% | 13.2% | -2.3% | x | x | 7.6% | -23.9 | -5.7%
- Cc1cc(C)c2oc(=O)cc(CN3CCN(Cc4ccc5c(c4)OCO5)CC3)c2c1
 : -10.1% | -3.5% | -17.0% | -2.8% | -16.2% | 0.8% | -18.8% | 1.9 | -0.2%
- CSc1n[nH]c(NCc2ccccc2)n1
 : -4.0% | 9.3% | -2.4% | 1.5% | 19.1% | -0.6% | -15.1%[57.1 µM] | 8.9 | 13.1%
- Cc1ccccc1Cc1c(C)nc2c(C(=O)N3CCN(Cc4ccc5c(c4)OCO5)CC3)cnn2c1C
 : 11.8% | -5.1% | 8.2µM* | -4.2% | -11.5% | 24.3% | -6.7% | u | u
- CSCCC(C(=O)NC(C)(C)C)n1c(-c2ccc(C)cc2)nc2ccccc21 (stereo not drawn)
 : x | -0.6% | u | 8.8% | x | x | -2.0% | 4.2 | 3.5%
- COc1ccc(C2/C(=C(/O)c3ccc4c(c3)CC(C)O4)C(=O)C(=O)N2Cc2cccnc2)cc1 (stereo not drawn)
 : 0.9% | -2.4% | u | 1.3% | -9.0% | -0.5% | -4.2% | 19.7 | -1.0%
- COc1ccc(CC(=O)N2CCN(c3ccccn3)CC2)cc1
 : -8.1% | 21.0% | -6.0% | 6.5% | 4.8% | -7.1% | 5.6% | 7.1 | 12.0%
- COc1cc(O)c(C(C)=O)c(OC)c1
 : -36.6%[inhibitor] | 0.0% | 16.6% | 0.8% | -8.9% | 2.0% | 3.0% | -12.6 | -0.8%
- CCN1CCN(Cc2nc3c(c(=O)n(C)c(=O)n3C)n2C(C)C(C)=O)CC1 (stereo not drawn)
 : -0.2% | 3.0% | -0.4% | 1.8% | 2.2% | 1.7% | -2.0% | -8.6 | 7.7%
